From PubChem BioAssay
SENP8 block: blocks the human protease SENP8; purified SENP8, Z-RLRGG-aminoluciferin cleavage, luminescence; Q96LD8; hit rate 1.2% among 330,000; inhibition, % at 10 µM
Gli-Sufu antag: blocks Gli-Sufu signaling in a luciferase reporter | Sufu-KO-LIGHT fibroblasts, Gli luciferase reporter luminescence | inhibition, % at 5 µM | hit rate 0.74% among 340,000 | AID 588413;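 active = inhibition above about 55%, limit read from the data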;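 also: 0% = DMSO-treated cells and 100% = wells with medium but no cells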
697 NFkB inh: lowers PMA/ionomycin-induced NF-kB signal in 697 B cells; 697 B-cell NF-kB luciferase reporter, 16 h; inhibition, % at 4 µM; hit rate 0.33% among 330,000; in the data active = inhibition above about 35%
HKDC1 inh: HKDC1 (human) hexokinase inhibition; recombinant HKDC1, G6PDH/diaphorase resazurin coupled fluorescence; inhibition, % at 20 µM; hit rate 0.16% among 340,000;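 active = inhibition above about 35% when tested at 20 µM, limit read from the data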;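 also: plate controls were DMSO wells with enzyme for no effect and DMSO wells lacking enzyme for full effect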
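test system = in-house recombinant HK5 (HKDC1) enzyme | amount = HKDC1 at 5 µg/mL | control set = DMSO-enzyme wells negative, buffer-substituted wells positive | compound = one dose of 20 µM, 1% DMSO | schedule = reaction time 90 min, room temperature, protected from light | technique = resorufin fluorescence at 613 nm | reagent = glucose with 1 mM ATP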
UBC13 polyUb: blocks human UBC13 polyubiquitin chain formation. TR-FRET. AID 485273. hit rate 0.47% among 330,000. inhibition, % at 20 µM; in the data active = inhibition above about 45%, passing the limit was not always enough
Jurkat NFkB inh: lowers PMA/ionomycin-induced NF-kB signal in Jurkat cells; PMA/ionomycin-induced NF-kB luciferase reporter, luminescence; inhibition, % at 4 µM; hit rate 0.53% among 330,000
Apaf1 inhib: human Apaf-1 inhibition. O14727. reconstituted apoptosome caspase-3 activity, DEVD-Rh110 fluorescence. inhibition, % at 20 µM. hit rate 0.71% among 330,000. AID 489030; active = inhibition of at least 40% at 20 µM;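 also: plate controls were DMSO wells for no effect and DEVD-CHO caspase inhibitor wells for full effect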
Target sequence (O14727 whole entry, looked up): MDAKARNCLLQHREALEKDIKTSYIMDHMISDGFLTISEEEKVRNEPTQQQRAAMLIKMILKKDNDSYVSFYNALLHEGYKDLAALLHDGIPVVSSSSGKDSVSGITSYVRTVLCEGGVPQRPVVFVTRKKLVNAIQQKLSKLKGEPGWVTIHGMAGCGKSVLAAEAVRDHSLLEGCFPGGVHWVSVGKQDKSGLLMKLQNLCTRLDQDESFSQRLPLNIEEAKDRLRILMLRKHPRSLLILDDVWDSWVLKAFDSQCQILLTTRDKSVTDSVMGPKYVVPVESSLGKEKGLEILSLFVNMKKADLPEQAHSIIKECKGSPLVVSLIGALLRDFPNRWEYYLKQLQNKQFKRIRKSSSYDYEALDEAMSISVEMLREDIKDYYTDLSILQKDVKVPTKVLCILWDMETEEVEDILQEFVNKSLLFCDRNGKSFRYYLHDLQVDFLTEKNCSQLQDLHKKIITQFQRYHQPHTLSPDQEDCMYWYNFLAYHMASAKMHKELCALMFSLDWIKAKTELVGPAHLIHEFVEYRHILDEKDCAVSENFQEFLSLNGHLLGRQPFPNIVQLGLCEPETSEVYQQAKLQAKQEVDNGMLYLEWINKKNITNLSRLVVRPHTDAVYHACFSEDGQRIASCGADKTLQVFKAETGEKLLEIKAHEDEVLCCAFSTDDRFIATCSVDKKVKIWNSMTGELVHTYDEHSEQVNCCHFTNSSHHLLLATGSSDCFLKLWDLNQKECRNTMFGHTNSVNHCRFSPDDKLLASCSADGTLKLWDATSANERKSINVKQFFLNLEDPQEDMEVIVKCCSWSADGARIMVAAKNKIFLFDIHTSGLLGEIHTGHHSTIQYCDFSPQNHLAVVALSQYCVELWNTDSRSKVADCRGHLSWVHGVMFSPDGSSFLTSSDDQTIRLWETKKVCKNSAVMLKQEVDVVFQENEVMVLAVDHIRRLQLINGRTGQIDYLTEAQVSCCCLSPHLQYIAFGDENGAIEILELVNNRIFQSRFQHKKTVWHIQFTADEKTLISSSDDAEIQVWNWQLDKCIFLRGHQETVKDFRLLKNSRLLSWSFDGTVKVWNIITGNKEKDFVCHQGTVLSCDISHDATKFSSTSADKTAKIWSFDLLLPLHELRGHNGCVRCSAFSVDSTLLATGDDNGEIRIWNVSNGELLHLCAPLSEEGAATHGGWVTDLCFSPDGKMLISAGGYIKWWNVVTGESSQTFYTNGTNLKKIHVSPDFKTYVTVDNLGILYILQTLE
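Assay system – apoptosome proteins · Medium – Hepes buffer, pH 7.5 · Also added – cytochrome c with DEVD-Rh110 · Timing – 30 min compound preincubation, 50 min activation, room temperature · Detection – Rh110 fluorescence, excitation 480 nm, emission 540 nm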
SENP7 inh: inhibitors of human SENP7 protease; Q9BQF6; recombinant SENP7, Z-RLRGG-aminoluciferin luminescence, 40 min; inhibition, % at 5 µM; hit rate 1.5% among 330,000; AID 434973;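 active = inhibition above about 50% at the single test dose, limit read from the data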;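 also: plate controls were DMSO with enzyme for no effect and no enzyme buffer wells for full effect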
Numbers without * were called inactive. Rule as the data show it, unless noted: active = inhibition above about 50%; inactive = the rest. No enrichment for hits (roughly 3.6% active in at least one column).

compound,SENP8 block,Gli-Sufu antag,697 NFkB inh,HKDC1 inh,UBC13 polyUb,Jurkat NFkB inh,Apaf1 inhib,SENP7 inh
C=CC(=O)N(CCC)C(c1ccccc1)c1ccccc1OC (configuration not stated),5,8,21,-1,9,-1,19,6
O=C(NNC1CC(=O)N(c2ccc(Cl)cc2)C1=O)c1ccccc1Cl (configuration not stated),-6,-7,2,-1,-7,-9,6,-9
CC(=O)OC1COC(N2CCc3ccccc32)C(OC(C)=O)C1OC(C)=O (configuration not stated),-3,-7,7,0,5,10,-12,8
Clc1cccc(NCc2cn3cccnc3n2)c1,6,-42,-11,0,7,-5,-2,8
CCn1cc(CCC(=O)O)c(C)n1,3,-1,-9,-3,-3,-1,-11,-4
CCN1CCC(C(N)=O)CC1,0,-3,-3,-7,-2,1,-8,-4
CC(=O)c1sc(NC(=O)C2(F)C(F)(F)C(F)(F)C(F)(F)C(F)(F)C2(F)F)nc1C,-2,75*,11,0,-41,-23,9,-7
O=C(Nc1ccc(Cl)cc1)N1CCOCC1,11,-13,5,-2,-1,-4,3,-3
Cc1cccc(NC(=S)N/N=C/c2ccc3c(c2)OCO3)c1,0,-14,-7,-5,2,-9,14,9
C=CCC(=O)N1CCCC(CCC(=O)NCc2ccccc2F)C1 (configuration not stated),-3,-7,9,-6,1,11,-2,6
Cc1ccc(N(CC(=O)NCc2cccs2)S(=O)(=O)c2cccs2)cc1,-4,34,-20,1,-4,17,14,-4
Cc1cc(C)c(C#N)c(N)n1,-2,-6,14,12,2,16,-3,3
CN(/N=C/C=C/c1ccccc1)c1cc(=O)n(C)c(=O)[nH]1,2,-10,-2,1,-12,6,6,3
O=C(CCCCCN1C(=O)c2ccccc2C1=O)Nc1nccs1,9,-22,25,9,4,9,-2,-3
CCOc1ccccc1NC(=O)C1CCCN(S(=O)(=O)c2ccc3c(c2)C(C)(C)C(=O)N3C)C1 (configuration not stated),-19,11,-10,-2,14,-19,24,-10
CC(C)CCNC(=O)CSc1nc2ccsc2c(=O)n1NC(=O)c1ccccc1,1,-4,2,10,7,-15,-3,-3
CS(=O)(=O)Cc1ccc(C(=O)NC2CCN(Cc3ccccc3)C2)cc1 (configuration not stated),5,26,22,-4,6,4,2,2
CCOC(=O)c1ccc2ncc(C(=O)OCC)c(NCCN(C)C)c2c1,4,9,7,7,11,6,11,11
NC(=S)NNC(=O)c1cc(C(F)(F)F)cc(C(F)(F)F)c1,-8,-4,-8,-1,-7,-1,-3,14
CC(NC(=O)c1ccccc1NC(=O)CN1CCc2ccccc2C1)c1ccccc1 (configuration not stated),-13,24,-5,1,-7,8,24,-6
COc1ccc(OC)c(NC(=O)COc2coc(CN3CCc4ccccc43)cc2=O)c1,10,7,-10,-3,1,12,17,1
CCOc1ccc(N(Cc2cc3ccc(C)cc3[nH]c2=O)S(C)(=O)=O)cc1,8,-1,14,-2,10,4,7,7
CC1C(=O)Nc2ccccc2N1C(=O)c1ccc(F)cc1 (configuration not stated),-2,4,24,3,6,1,7,2
COC(=O)Cc1cc(=O)n(-c2nc3ccccc3[nH]2)[nH]1,-6,-3,-5,-13,-34,-3,5,-10
Cc1c(C(=O)NCC2CCCO2)oc2ccccc12 (configuration not stated),-5,-26,-36,1,5,-22,-4,7
CCc1cccc(OCC(=O)N(C)CC(=O)Nc2cccc(F)c2)c1,-2,-1,10,2,5,6,12,-3
O=c1c2ccccc2nc(N/N=C/c2ccc(O)cc2)n1O,11,-51,-8,-4,8,-7,-6,9
COc1cccc(C(=O)NCC(=O)OCC(=O)C(C)(C)C)c1,4,-3,5,-8,9,-2,-7,2
CC1CC(=O)N(c2ccc(NCc3ccccc3Cl)c([N+](=O)[O-])c2)C1=O (configuration not stated),-6,6,0,-9,-25,3,21,4
COc1ccc(C(=O)N2CCN(c3ncccn3)CC2)cc1[N+](=O)[O-],-8,-11,6,-5,-4,-1,-4,11
CN(C(=O)COC(=O)Cc1ccc(Cl)cc1)C1CCCCC1,-15,5,-12,-3,-13,0,12,-7
COc1ccc(C2=NOC(C(=O)NCc3cccnc3)C2)cc1 (configuration not stated),-1,10,-2,2,4,-1,-4,4
Cc1c2cccn2cc[n+]1C,-6,0,3,-4,-7,-8,7,-14
C[C@@H]1CCCCCCCCC(=O)OCCN[C@H](C)CCCCCCCCC(=O)OCCN[C@H](C)CCCCCCCCC(=O)OCCN1,0,-24,-3,-1,63*,11,68*,1
Cc1ccc(OCC(O)CN2CCN(CC(O)COc3ccc(C)cc3Cl)CC2)c(Cl)c1 (configuration not stated),2,23,11,-1,14,17,12,-4
Cc1nnc(NC(=O)C2CCCCC2)s1,2,-3,-10,5,0,17,-11,-3
Cc1ccc2nc(CSc3nc(C)cc(C)c3C#N)[nH]c2c1,-5,-30,-182,10,2,-179,-9,-3
C[C@H]1CN([C@@H](C)CO)C(=O)c2cccc(NC(=O)c3cnccn3)c2O[C@@H]1CN(C)S(=O)(=O)c1ccc(F)cc1,5,-3,-6,0,-1,-1,10,-1
S=C(Nc1ccc(Oc2ccccc2)cc1)N1CCN(c2ccccn2)CC1,8,14,-13,-2,1,-6,8,11
CC(C)C(=O)NNC(=O)CSc1nnc(-c2ccccc2)c(-c2ccccc2)n1,-4,3,5,-3,7,3,-5,3
O=C(NCc1ccc2c(c1)OCO2)c1cc(-c2ccccc2)c(N2CCOCC2)s1,-1,0,-2,-1,5,7,-287,-3
Nc1cnccc1Oc1cccc(C(F)(F)F)c1,-3,5,2,-3,5,-6,-12,-3
O=C(c1ccc(Cl)nc1)N1CCN(C/C=C/c2ccccc2)CC1,-2,2,-6,-8,-17,-5,3,4
CCCn1c(N)c(N(CCOC)C(=O)c2ccccc2)c(=O)[nH]c1=O,8,-10,10,-4,3,11,8,-1
O=C(CN1CCN(Cc2ccccc2)CC1)NC(c1ccccc1)c1ccccc1,-4,11,-6,-6,4,-3,7,3
Cc1ccc(NC(=O)COC(=O)c2nn(C)cc2Cl)cc1,5,21,9,-3,1,3,0,3
CCOCCCNC(=O)c1ccc2c(c1)N(Cc1ccccc1)C(=O)CS2=O (configuration not stated),9,-2,-2,-2,4,-8,-5,-1
COc1ccc(C(=O)Oc2cc3c4c(c2)C(C)=CC(C)(C)N4C(=O)C3=O)cc1OC,-9,-19,21,20,-14,21,25,-5
Cc1cc(C)n(CC(=O)N2c3ccccc3Sc3ccccc32)n1,-4,-4,17,-1,2,-4,5,7
O=C(Nc1ccc(Cl)cc1)Nc1ccccc1CC[N+](=O)[O-],-9,-12,9,-5,0,-6,7,-7

Entries of single compounds as entered above:
Listed for `COc1ccc(C(=O)Oc2cc3c4c(c2)C(C)=CC(C)(C)N4C(=O)C3=O)cc1OC` → SENP8 block = -9; Gli-Sufu antag = -19; 697 NFkB inh = 21; HKDC1 inh = 20; UBC13 polyUb = -14; Jurkat NFkB inh = 21; Apaf1 inhib = 25; SENP7 inh = -5
Listed for `O=C(c1ccc(Cl)nc1)N1CCN(C/C=C/c2ccccc2)CC1` → SENP8 block = -2; Gli-Sufu antag = 2; 697 NFkB inh = -6; HKDC1 inh = -8; UBC13 polyUb = -17; Jurkat NFkB inh = -5; Apaf1 inhib = 3; SENP7 inh = 4

(list continues)
compound,SENP8 block,Gli-Sufu antag,697 NFkB inh,HKDC1 inh,UBC13 polyUb,Jurkat NFkB inh,Apaf1 inhib,SENP7 inh
CCC(C)(C)NC(=O)CC(c1ccc(OC)cc1)n1cccc1 (configuration not stated),2,-3,17,-10,1,6,4,9
O=C(NC1CCCC1)C1CC(=O)N(c2ccccc2)C1 (configuration not stated),-4,13,-9,2,-8,-16,-7,-7
O=C(O)COc1ccccc1C=NNC(=O)c1ccccc1NS(=O)(=O)c1cccs1,-9,0,4,-2,-25,-7,3,-6
COc1ccc(CCN(C)C(=O)c2cncc(Br)c2)cc1OC,-10,8,14,5,2,-1,4,4
Cc1cc(C)c(NC(=O)c2ccc(CN3CCc4ccccc4C3)cc2)c(C)c1,-3,12,-13,-5,3,-2,25,8
Cc1oc(-c2ccccc2F)nc1CSCC(=O)NCc1ccc2c(c1)OCO2,-4,8,-5,-11,-8,11,11,2

Entries from the list above that have four or more nitrogen atoms, in the order listed:
compound,SENP8 block,Gli-Sufu antag,697 NFkB inh,HKDC1 inh,UBC13 polyUb,Jurkat NFkB inh,Apaf1 inhib,SENP7 inh
Clc1cccc(NCc2cn3cccnc3n2)c1,6,-42,-11,0,7,-5,-2,8
CN(/N=C/C=C/c1ccccc1)c1cc(=O)n(C)c(=O)[nH]1,2,-10,-2,1,-12,6,6,3
CC(C)CCNC(=O)CSc1nc2ccsc2c(=O)n1NC(=O)c1ccccc1,1,-4,2,10,7,-15,-3,-3
COC(=O)Cc1cc(=O)n(-c2nc3ccccc3[nH]2)[nH]1,-6,-3,-5,-13,-34,-3,5,-10
O=c1c2ccccc2nc(N/N=C/c2ccc(O)cc2)n1O,11,-51,-8,-4,8,-7,-6,9
COc1ccc(C(=O)N2CCN(c3ncccn3)CC2)cc1[N+](=O)[O-],-8,-11,6,-5,-4,-1,-4,11
Cc1ccc2nc(CSc3nc(C)cc(C)c3C#N)[nH]c2c1,-5,-30,-182,10,2,-179,-9,-3
C[C@H]1CN([C@@H](C)CO)C(=O)c2cccc(NC(=O)c3cnccn3)c2O[C@@H]1CN(C)S(=O)(=O)c1ccc(F)cc1,5,-3,-6,0,-1,-1,10,-1
S=C(Nc1ccc(Oc2ccccc2)cc1)N1CCN(c2ccccn2)CC1,8,14,-13,-2,1,-6,8,11
CC(C)C(=O)NNC(=O)CSc1nnc(-c2ccccc2)c(-c2ccccc2)n1,-4,3,5,-3,7,3,-5,3
CCCn1c(N)c(N(CCOC)C(=O)c2ccccc2)c(=O)[nH]c1=O,8,-10,10,-4,3,11,8,-1
